p53 reactivator: re-activators of mutant p53; H1299 p53-A138V BP100-luciferase reporter, luminescence, 24 h; Potency, µM (highest dose often 92.2 µM), without a hit: at the highest dose activity change, positive = activation, usual class: activators; 320,000 compounds, 0.063% hits; further: % of control where 0% means no effect; nearly all actives have a fitted effect of over 45% in size
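p53-null H1299 cells stably carrying temperature-sensitive p53-A138V and a BP100-luciferase reporter were pinned with compounds (4-point, 1:5 series) and held 24 hrs at 37 deg C. Luminescence was read 10 min after detection reagent.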
RORgamma inh: ROR gamma (mouse) transcription inhibition; P51450; Drosophila S2 Gal4-RORgamma UAS-luciferase reporter, 20 h; Potency, µM (top dose mostly 53.6 µM), without a hit: at the top dose activity change, negative = inhibition, hits mostly inhibitors; 310,000 compounds, 5.4% hits; further: on the % scale 0 is the no-effect control and ±100 the full control effect; nearly all actives have a fitted effect of over 60% in size
Target sequence (P51450 whole entry, looked up, the tested form may be a part): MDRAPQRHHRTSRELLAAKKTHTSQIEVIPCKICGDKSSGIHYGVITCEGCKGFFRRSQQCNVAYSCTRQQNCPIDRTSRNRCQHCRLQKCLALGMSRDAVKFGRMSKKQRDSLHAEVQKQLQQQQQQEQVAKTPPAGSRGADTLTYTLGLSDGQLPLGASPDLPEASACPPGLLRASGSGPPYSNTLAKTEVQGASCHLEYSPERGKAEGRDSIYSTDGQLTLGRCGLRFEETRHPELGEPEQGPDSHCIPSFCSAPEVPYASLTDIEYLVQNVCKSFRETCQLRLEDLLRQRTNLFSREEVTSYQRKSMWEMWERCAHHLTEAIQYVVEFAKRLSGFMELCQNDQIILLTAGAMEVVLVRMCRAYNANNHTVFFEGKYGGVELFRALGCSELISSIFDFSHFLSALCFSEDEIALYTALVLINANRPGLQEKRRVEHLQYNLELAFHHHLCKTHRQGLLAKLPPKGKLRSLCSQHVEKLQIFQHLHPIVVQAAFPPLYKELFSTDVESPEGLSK
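Read-out: Photinus luciferase luminescence; inhibitors lower reporter signal. Insect Schneider cells with Gal4-ROR gamma fusion under metallothionein promoter, UAS reporter; 700 uM final copper sulfate induction, 20 hr, ambient temperature.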
ELG1 genotox: genotoxicity induction in ELG1-luciferase HEK293T cells; HEK293T ELG1-luciferase reporter, luminescence, 16 h; Potency, µM (top dose mostly 46 µM), for the others: top-dose activity change, positive = activation, hits mostly activators; 330,000 compounds, 1.3% hits; further: % of control where 0% means no effect; nearly all actives have a fitted effect of over 60% in size
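After overnight (16 hr) compound treatment at 37 °C, ELG1-luciferase HEK293T cells were lysed with ONE-Glo; luminescence quantified 30 min later at room temperature.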
BRCA1 expr act: activators of BRCA1 expression; MCF7-BRCA1-FFLuc reporter, luminescence, 48 h; response scale: scaled: vehicle 0%, 10 µM genistein 100%; Potency, µM (series often up to 46.1 µM), for inactives: at the top dose activation, hits mostly activators; 380,000 compounds, 1.1% hits; AID 624202; further: nearly all actives have a fitted effect of over 80% in size; some results filed as inactive show a strong effect at the top dose
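Reporter cells (MCF7, BRCA1 promoter-firefly luciferase) received library compounds across a concentration series for 48 h. End-point luminescence was measured and concentration-effect curves derived after normalization.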
Rab9 prom act: activates the Rab9 promoter; Huh7 Rab9 promoter-luciferase reporter, luminescence, 24 h; 320,000 compounds, 2.8% hits; Potency, µM (titrated, usually from 9.22 µM), for inactives: at the highest dose activation, negative = inhibition, actives largely listed as activators; AID 485297; further: % of control where 0% means no effect; nearly all actives have a fitted effect of over 60% in size
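Huh7 reporter line, Rab9 promoter upstream of luciferase. Compound exposure 24 h at 37 °C in reduced-serum medium with 10% FBS. Read-out: luminescence.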
VP16 counter: Gal4-VP16 reporter inhibition counter-screen; 310,000 compounds, 3.5% hits; AID 2546; Drosophila S2 Gal4-VP16 UAS-luciferase, luminescence, 20 h; Potency, µM (series often up to 53.6 µM), for inactives: at the highest dose activity, negative = inhibition, hits mostly inhibitors;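 further: Gal4-VP16 expression switched on by copper sulfate through the metallothionein promoter; on the % scale 0 is the no-effect control and ±100 the full control effect; nearly all actives have a fitted effect of over 50% in size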
MBNL1 CUG block: blocks human MBNL1 binding to CUG repeat RNA; Q9NR56; TR-FRET MBNL1-His/biotin-(CUG)12 binding, 665/545 ratio; Potency, µM (series often up to 57.5 µM), for the others: at the highest dose activity change, negative = inhibition, most hits filed as inhibitors; 280,000 compounds, 0.036% hits; AID 2675; active means well fitted inhibition curve with a large enough effect in the signal ratio, with a control signal flat, not every such curve was filed as active; inconclusive means small, poorly fitted or top-dose-only effect, or effect the other way, or a change in a side signal; inactive means no such curve, though single readings can be large or run the other way; the % refers to the signal ratio; further: on the % scale 0 is the no-effect control and ±100 the full control effect
Target sequence (Q9NR56 whole entry, looked up): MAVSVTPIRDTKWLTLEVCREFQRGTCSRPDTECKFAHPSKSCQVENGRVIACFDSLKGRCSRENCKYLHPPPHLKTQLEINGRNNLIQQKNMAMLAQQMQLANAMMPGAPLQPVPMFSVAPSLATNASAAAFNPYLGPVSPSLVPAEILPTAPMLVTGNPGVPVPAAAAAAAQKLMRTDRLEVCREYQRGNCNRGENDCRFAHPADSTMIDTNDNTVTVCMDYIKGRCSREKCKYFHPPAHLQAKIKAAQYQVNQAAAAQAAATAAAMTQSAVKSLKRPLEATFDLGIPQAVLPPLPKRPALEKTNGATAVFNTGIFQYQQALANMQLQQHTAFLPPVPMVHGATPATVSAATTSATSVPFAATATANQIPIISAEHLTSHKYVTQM
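TR-FRET between His-tagged MBNL1 and biotin-(CUG)12 RNA, detected with Tb anti-His antibody (0.055 ng/ul) and streptavidin-XL665 (5 nM), 60 min at room temperature. Compounds titrated 92 nM to 58 uM; 665/545 nm ratio normalized to buffer and complex controls.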
NPC1 promoter act: activates the NPC1 promoter; Potency, µM (highest dose often 9.22 µM), inactives show at the top dose activation, usual class: activators; 320,000 compounds, 2.4% hits; Huh7 NPC1 promoter luciferase reporter, 24 h;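 further: % of control where 0% means no effect; nearly all actives have a fitted effect of over 60% in size; reporter is driven by a mutant NPC1 promoter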
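Cells: Huh7 expressing luciferase under the NPC1 promoter, 1500/well. Seeded 2 h, compound added, incubated 24 h at 37 °C. Luciferase reagent, 10 min ambient, then luminescence.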
uPA surface inh: blocks generation of uPA at the cell surface. cell surface uPA generation assay, qHTS. 330,000 compounds, 0.31% hits. AID 540303. Potency, µM (series often up to 38.3 µM), for inactives: top-dose activity change, negative = inhibition, actives largely listed as inhibitors; active means well fitted inhibition curve with a large enough effect; inconclusive means small, poorly fitted or top-dose-only effect; inactive means no such curve, though single readings can be large or run the other way; tested in mouse RAW 264.7 cells; further: on the % scale 0 is the no-effect control and ±100 the full control effect; nearly all actives have a fitted effect of over 55% in size
FLuc counter: counter-screen for miR-21 project: firefly luciferase inhibitors or activators. P08659. purified FLuc, Km substrates, luminescence inhibition. Potency, µM (doses to about 57.5 µM), inactives show at the top dose activity change, negative = inhibition, hits mostly inhibitors. 360,000 compounds, 6.9% hits;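 further: plate controls were vehicle for no effect and reference inhibitor for full effect; nearly all actives have a fitted effect of over 55% in size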
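Purified P. pyralis luciferase (10nM final) with 10uM D-luciferin and 10uM ATP (Km levels) in 50mM Tris acetate pH 7.5, 10mM Mg acetate, 0.01% Tween-20, 0.05% BSA; qHTS 6-point titration, ~60 µM downward; luminescence read.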
* marks the source's active call; other numbers are inactive results; ? = inconclusive; nt = not tested or not shown; [ ] = dose if it differs, or a comment. Unless noted, the call rests on the fitted dose curve; in most records, active means well fitted curve in the direction sought with a large enough effect; inconclusive means small, poorly fitted or top-dose-only effect, or another doubt; inactive means no such curve, though single readings can be large; an effect the other way counts as inactive or inconclusive. Potency means the concentration at half of the fitted maximal effect.

SMILES,Rab9 prom act,ELG1 genotox,p53 reactivator,VP16 counter,NPC1 promoter act,BRCA1 expr act,RORgamma inh,MBNL1 CUG block,FLuc counter,uPA surface inh
CCOC(Cn1c(CCCO)nc2ccccc21)OCC,-8%,-1%,7%,16%,2%,0%,-10%,8%,0%,3%
CCOC(=O)C(=O)/C(C#N)=C/Nc1ccc(Cl)cc1,9%,-2%,-3%,2%,-1%,-41%,-3%,8%,?,1%
C=CCN=c1scc(-c2ccco2)n1/N=C/c1ccc(O)c(O)c1O,?,?,17%,10µM*,20%,64%,3.2µM*,4%,4.8µM*,-5%
CCOC(=O)c1c(S(=O)(=O)N2CCN(C)CC2)c(C)n(C)c1C,2%,-1%,5%,6%,4%,-10%,-21%,1%,-1%,5%
COC(=O)Cc1c(O)ccn(Cc2ccc(OC)c(OC)c2)c1=O,-3%,-2%,5%,6%[10 µM],-6%,0%,-2%,-3%,0%,nt
CCOCCCNc1ccc(N2C(=O)C3CCCCC3C2=O)cc1[N+](=O)[O-] (stereo not drawn),-5%,7%,21%,-11%,18%,0%,27%,?,-14%,0%
CCOC(=O)C1CC(c2ccc(Cl)cc2)=NNC1=O (stereo not drawn),1%,-1%,-3%,3%,-4%,8%,21%,0%,4%,-4%
CC(=O)N1CCN(S(=O)(=O)c2ccc(S(=O)(=O)NCC(C)C)cc2)CC1,2%,-1%,-17%,nt,-4%,1%,14%[0.365 µM],2%,4%,nt
COc1ccc(C2=NN(c3nc(C)cc(C)n3)C(=O)C2)cc1,-9%,0%,1%,2%,-7%,-4%,-34%,28%,-3%,1%
Cc1c(C(=O)OCC(=O)N2CC(C)OC(C)C2)oc2ccc(Br)cc12 (stereo not drawn),-9%,-7%,1%,8%,-1%,-1%,-8%,48%[activator],1%,0%
COc1ccc(NCc2cc(=O)[nH]c3ccccc23)cc1,-1%,-2%,3%,-4%,-4%,-34%,-30%,7%,-14%,-4%
COC(=O)C1CCN(C(=O)COC(=O)CNS(=O)(=O)c2ccc(SC)c([N+](=O)[O-])c2)CC1,17%,2%,6%,nt,0%,-12%,nt,nt,0%,6%
O=C(Cn1cc([N+](=O)[O-])cn1)Nc1cccnc1,4%,-1%,2%,-9%,-12%,-17%,-8%,7%,-1%,1%
NC(=O)NCc1ccccc1Cl,1%,3%,-1%,-16%,1%,-25%,20%,3%,1%,-1%
Cc1ccc(CCNS(=O)(=O)c2ccc(C)cc2)cc1,9%,-1%,27%,-14%,10%,-2%[1.84 µM],26%,-2%,-7%,-2%
CC(C)CNC(=O)c1cc(-c2ccco2)on1,4µM*,?,15%,-1%,4µM*,53%,-2%,15%,13µM*,nt
CCN(CC)c1ccc2cc(C(=O)Nc3cccnc3N3CCOCC3)c(=O)oc2c1,-2%,6%,6%,-8%,-2%,nt,1%,-1%,-17%,nt
Cc1ccccc1OCCC(=O)N1CCN(S(=O)(=O)c2ccc(Br)cc2)CC1,-3%,?,-5%,nt,-5%,-44%,nt,nt,-1%,8%
CCOC(=O)CN(C(=O)CSc1nnnn1C)c1ccccc1,nt,1%,1%,nt,nt,28%,nt,nt,nt,7%
O=C(c1cnc2n(c1=O)CCS2)N1CCN(c2ccc([N+](=O)[O-])cc2)CC1,3%,-8%,6%,-1%,-5%,-2%,-13%,?,-1%,4%
Cc1[nH]n2c(=O)c3c(nc2c1-c1cccc2ccccc12)CCC3,-4%,-9%,-1%,?,1%,-13%,13µM*,6%,0%,0%
O=S(=O)(Nc1cccc(Oc2cnccn2)c1)c1ccc(F)cc1,-6%,-2%,-1%,-5%,-4%,0%,6%,-2%,6%,-2%
O=C(O)c1cc(-c2ccc(/C=N/Nc3ccc([N+](=O)[O-])cn3)o2)ccc1Cl,0%,4%,2%,?,-1%,0%,12%,?,?,0%
CCN1C(=O)c2cccc3c(Cl)ccc1c23,2%,18%,nt,9%,-4%,0%,-14%,20%,-7%,-1%
NC(=O)c1cc(C(=O)Cc2ccc(Cl)cc2)c[nH]1,?,15%,9%,-8%,14%,55%,4%,-8%,-19%,7%

Filtered by structure, the entries above containing two or more sulfur atoms.
SMILES,Rab9 prom act,ELG1 genotox,p53 reactivator,VP16 counter,NPC1 promoter act,BRCA1 expr act,RORgamma inh,MBNL1 CUG block,FLuc counter,uPA surface inh
CC(=O)N1CCN(S(=O)(=O)c2ccc(S(=O)(=O)NCC(C)C)cc2)CC1,2%,-1%,-17%,nt,-4%,1%,14%[0.365 µM],2%,4%,nt
COC(=O)C1CCN(C(=O)COC(=O)CNS(=O)(=O)c2ccc(SC)c([N+](=O)[O-])c2)CC1,17%,2%,6%,nt,0%,-12%,nt,nt,0%,6%

(listing goes on)
SMILES,Rab9 prom act,ELG1 genotox,p53 reactivator,VP16 counter,NPC1 promoter act,BRCA1 expr act,RORgamma inh,MBNL1 CUG block,FLuc counter,uPA surface inh
OC(COc1c(F)cc(Br)cc1F)CN1CCc2ccccc2C1 (stereo not drawn),-3%,-5%,-9%,6%,-4%,-4%,12%,-2%,-5%,?
O=C(CN1C(=O)C2CC=CCC2C1=O)OCCN1C(=O)c2ccccc2C1=O (stereo not drawn),0%,-1%,6%,-6%,2%,-3%,3%,10%,2%,-6%
N#Cc1c(-c2ccccc2)cc2nc3ccccc3n2c1N,23%,9%,?,?,25%,36%,?,23%,?,-4%
Cc1cccc(N2CCN(C(=O)c3ccc(CS(=O)(=O)c4ccccc4C)o3)CC2C)c1 (stereo not drawn),-13%,-11%,1%,?,-15%,-1%[1.84 µM],15%,1%,-2%,4%
CN(Cc1ccccc1)C(=O)c1ncn(C)c1C(=O)N(C)Cc1ccccc1,0%,-1%,2%,nt,2%,0%,nt,nt,6%,3%
CC(C)c1ccc(C(C(=O)NC2CCCCC2)N(C(=O)c2ccccn2)c2cccnc2)cc1 (stereo not drawn),-7%,1%,-1%,-9%,-1%,0%,8%,-5%,-3%,3%
CCCCCCCC1c2c(c(C)c(C)oc2=O)Oc2c(C)c(C)oc(=O)c21,-4%,-4%,5%,nt,-1%,4%,nt,nt,1%,5%
O=C(COc1ccc(S(=O)(=O)NCc2ccccc2)cc1Cl)NCC1CCCO1 (stereo not drawn),-4%,0%,-3%,-6%,9%,0%,-4%,18%,-2%,16%
Cc1ncc([N+](=O)[O-])n1CCOC(=O)C12CC3CC(CC(C3)C1)C2,5%,1%,18%,2%,-1%,7%,-23%,10%,-2%,5%
Cc1cc(Cl)ccc1NC(=O)C1CCN(S(C)(=O)=O)CC1,-2%,0%,-1%,5%,-1%,1%,0%,-17%,0%,3%
Cc1cccc(NC(=O)Nc2ccc(S(N)(=O)=O)cc2)c1,11%,2%,1%,16%,14%,-2%,8%,8%,?,2%
Cc1ccc(C(=O)SC2=NCCS2)cc1,-3%,-1%,-12%,4%,-4%,-35%,4%,-9%,2%,-12%
C[C@H]1CN([C@@H](C)CO)C(=O)c2cccc(NC(=O)C3CC3)c2O[C@H]1CN(C)S(=O)(=O)c1cccs1,nt,-1%,-2%,nt,nt,3%,nt,nt,nt,6%
Cc1cccc(N2C(S)=C(C#N)C(=O)NC2c2ccco2)c1 (stereo not drawn),-3%,-1%,-3%,-5%,0%,-25%,17%,34%[activator],?,0%
CO/N=C/C(c1ccc(Cl)nc1)S(=O)(=O)c1ccccc1 (stereo not drawn),2%,0%,-4%,-7%,1%,1%,-4%,3%,-1%,-5%
CCN(CC)c1ccc(/C=N/NC(=O)c2nnn(-c3nonc3N)c2C(C)C)c(O)c1,-34%[inhibitor],-10%,?,5µM*,-14%,0%,3.5µM*,11%,19µM*,-1%
CCCCC1(C)NC(=O)N(CC(=O)Nc2ccc(S(=O)(=O)N3CCOCC3)cc2)C1=O (stereo not drawn),1%,-1%,-2%,5%,-2%,-11%,?,0%,6%,1%
O=C(Nc1ccccc1C(=O)NC1CCCCC1)c1ccco1,-3%,0%,2%,-7%,0%,-11%,18%,-7%,-3%,5%
CCN(CC(=O)Nc1ccc2c(c1)OCCO2)C(=O)/C=C/c1ccc([N+](=O)[O-])cc1,-4%,-1%,22%,nt,1%,-46%,nt,nt,?,0%
N#CCSc1nc2ccccc2c(=O)n1CCCC(=O)NCc1ccco1,-5%,0%,0%,-5%[10 µM],-1%,17%,?,5%,-4%,-3%
CCN(c1ccccc1)S(=O)(=O)c1ccc2c(c1)CC(C)N2C(=O)C1CC1 (stereo not drawn),2%,-12%,3%,?,-5%,-5%,?,11%,0%,-1%
CCn1c2ccccc2c2cc(Nc3cc(C)nc4ncnn34)ccc21,-27%,?,6%,?,-13%,-82%,20µM*,-9%,-18%,?
Cn1ncc(Br)c1N1C(=O)CCC1=O,-2%,0%,-3%,-4%,1%,6%,-2%,-9%,1%,5%
O=C(CCc1ccc(S(=O)(=O)N2CCOCC2)cc1)N/N=C/c1ccc(F)cc1F,2%,-3%,0%,-18%,-1%,-2%,14%,-5%,-18%,-2%
CC(Nc1cc(N2CCCC2)ccc1[N+](=O)[O-])c1ccccc1 (stereo not drawn),-6%,-5%,1%,-10%,0%,-38%,6%,-9%,1%,0%

This is a random part of the collection; about 13% have a hit in one of these screens.
